Assay outcomes from PubChem BioAssay.
TNAP activators – human TNAP enzyme activators, primary screen, biochemical, luminescent, no phosphate acceptor, uHTS (AID 1001); 0.03% of 200,000 active; purified TNAP, luminescent activation assay, no phosphate acceptor; higher activation fold means a stronger effect; one-dose activation fold at 20 µM; EC50 in µM for titrated hits; Alkaline phosphatase, tissue-nonspecific isozyme (Homo sapiens); in the data active means activation fold from about 3, or a potency from the dose series; inactive means the rest, 99 in 100 with activation fold below about 1.6; further: many of its hits are not listed in these tables
Myeloid diff MLP – induction of myeloid progenitor differentiation, primary screen, cell-based, flow cytometry, MLPCN library; 1% of 360,000 active; calls only at 10 µM; ER-HoxA9 myeloid progenitors, lysozyme-GFP differentiation;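 active means normalized GFP-positive differentiation at or above the plate's own cutoff, the solvent-only control mean plus 3 SD; inconclusive means no clear call, values can overlap the other calls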;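 further: cells exposed to compound for four days before flow analysis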
Rac1 GTP hydrolysis – MgcRacGAP GTPase-activating activity inhibitors, confirmation, biochemical, ADP Hunter fluorescence | MgcRacGAP-stimulated Rac1 GTP hydrolysis, ADP Hunter fluorescence; higher % means a stronger effect; GST-tagged Rac1 F28L mutant substrate | AID 624330, 2012 | Rac GTPase-activating protein 1 (Homo sapiens) | 0.6% of 340,000 active | one-dose inhibition, % at 30 µM; IC50 in µM for titrated hits;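 active means first-screen hits whose inhibition reached a set limit at any dose in the follow-up dose series; inconclusive means inhibition above the set first-screen limit but never retested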;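 further: fluorescence reports GDP produced by GAP-driven GTP hydrolysis; strong numbers were not always called active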
Salmonella PhoP GFP – inhibitors of PhoP regulon expression, primary screen, Salmonella Typhimurium, GFP reporter (AID 1863); S. Typhimurium PhoP-regulated promoter GFP reporter, 4 h; higher % means a stronger effect; inhibition, % at 50 µM, or IC50 in µM where a hit was titrated; 0.16% of 300,000 active;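 active means inhibition over 29.93%, a cutoff 3 SD above the screen mean, later confirmed by dose response; inconclusive means inhibition over 29.93% but no dose response follow-up; inactive means inhibition at most 29.93% or unconfirmed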;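 further: 0% = low Mg2+ inducing control and 100% = high Mg2+ repressing control; strong numbers were not always called active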
K1F lysis inhibition – inhibition of K1F phage lysis, E. coli UTI89, bacterial capsule biogenesis inhibitors, alamar blue (AID 488966); E. coli UTI89 K1F phage lysis, alamar blue, 2 h; higher % means a stronger effect; inhibition, % at 100 µM; hits with a dose series show IC50 in µM; 0.02% of 340,000 active;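 active means phage lysis inhibition, versus mean bacterial control, above a set limit; inconclusive means no clear call, values can overlap the other calls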;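 further: capsule biogenesis inhibitors block K1F phage lysis so surviving cells raise fluorescence; higher fluorescence means more inhibition of phage lysis; actives were called in the ten point dose series up to 300 µM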
NTR1 ag – agonists of NTR1, primary screen, imaging, U2OS cells, beta-arrestin-GFP, high content (AID 493036). Neurotensin receptor type 1 (Homo sapiens), P30989. NTR1-U2OS beta-arrestin-GFP spot imaging, agonist mode. activation, % at 20 µM. 0.17% of 330,000 active;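 active means activation at or above 40% of the spot to cytoplasm intensity ratio, with at least 20 cells analyzed; inconclusive means wells under 20 cells, flagged as cytotoxic or low count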;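 further: 0% = DMSO without peptide and 100% = 100 nM NTR1 peptide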
Target sequence (P30989 whole entry, looked up): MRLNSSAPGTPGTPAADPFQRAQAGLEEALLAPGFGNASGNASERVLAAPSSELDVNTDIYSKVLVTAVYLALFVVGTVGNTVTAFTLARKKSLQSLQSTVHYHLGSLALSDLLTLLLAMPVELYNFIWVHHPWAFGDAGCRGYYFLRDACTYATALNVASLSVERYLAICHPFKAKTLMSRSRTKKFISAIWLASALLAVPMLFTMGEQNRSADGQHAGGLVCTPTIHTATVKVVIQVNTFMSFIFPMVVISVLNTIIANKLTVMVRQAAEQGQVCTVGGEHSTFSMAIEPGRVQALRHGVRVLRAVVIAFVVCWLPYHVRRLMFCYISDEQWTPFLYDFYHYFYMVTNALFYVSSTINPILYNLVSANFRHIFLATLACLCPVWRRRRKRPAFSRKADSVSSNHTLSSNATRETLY
Large T inhibition – SV40 large T antigen inhibitors, biochemical (AID 1903); SV40 large T antigen ATPase/helicase inhibition assay; higher % means a stronger effect; inhibition, % at 20 µM; hits with a dose series show IC50 in µM; 0.39% of 310,000 active; in the data active means a potency from the dose series; inconclusive means inhibition mostly from about 32% at the one dose, without a potency; inactive means the rest, 99 in 100 with inhibition below about 32%; further: strong numbers were not always called active
NTR1 ag cell count 20 µM – also measured in NTR1 ag; calls as there; cell count; measured here: cell count, cytotoxicity flag
Myeloid diff MLP GFP+ MAC1+ % – recorded beside Myeloid diff MLP, whose call it bears; GFP+ MAC1+ double positive, %; measured here: differentiation confirmed by MAC1 staining
The depositor's hits bear a star; i = inactive; ? = inconclusive; · = not tested or not shown; + = active, no number. Only part of the results is shown; count on the stated rates, not on these rows.

SMILES	TNAP activators	Myeloid diff MLP	Myeloid diff MLP GFP+ MAC1+ %	Rac1 GTP hydrolysis	Salmonella PhoP GFP	K1F lysis inhibition	NTR1 ag	Large T inhibition	others
Cc1cc(OCC(=O)Nc2c(C)n(C)n(-c3ccccc3)c2=O)c2c3c(c(=O)oc2c1)CCC3	1.1	·	·	·	·	·	·	·
CC1=NN(c2ccccc2)C(=O)C1/C=C1/C(=O)NC(=O)N(c2cccc(C)c2)C1=O (stereo not drawn)	0.9	·	·	·	27%	·	·	2%
CN(C)C(Cc1ccccc1)C(=O)c1cccs1 (stereo not drawn)	1	·	·	·	-5%	·	·	2%
CN1C(=O)CN=C(c2ccccc2)c2cc(Cl)ccc21	1.1	·	·	·	-4%	·	·	1%
O=[N+]([O-])c1ccc(N2CCNCC2)c2ncccc12	0.9	·	·	·	16%	·	·	4%
COC(=O)C1C=C2c3cccc4[nH]cc(c34)CC2N(C)C1 (stereo not drawn)	·	·	·	·	-33%	·	2.9	·	NTR1 ag cell count 20 µM=76
CC(C)C[C@@H]1COc2cccc(N3CCN(C)CC3)c2S(=O)(=O)N1	·	i	0.4	·	·	·	·	·
Cc1nc2ccccn2c1P(=S)(c1ccccc1)c1ccccc1	·	i	0.8	·	·	·	·	·
Cc1cccc(C)c1-n1nnnc1C(c1ccccc1)N1CCC2(CC1)C(=O)NCN2c1ccccc1 (stereo not drawn)	·	i	0.6	·	·	·	·	·
CC(=O)OC1C(O)C2=C3C4(C)C1C(C)(C)C(=O)CC4C3(O)C(OC(C)=O)C1(CC1C)C2=O (stereo not drawn)	·	i	0.7	·	·	·	·	·
CCOC(=O)[C@]12Cc3cc(Cl)ccc3[C@H]1N(C)C(=O)c1ccccc12	·	i	0.2	·	·	·	·	·
NC(Cc1ccc(Cl)cc1)c1csc(Nc2cnccn2)n1 (stereo not drawn)	·	i	1.0	·	·	·	·	·
Cc1c(CCC(=O)N2C[C@H]3C[C@@H](C2)c2cccc(=O)n2C3)c(=O)oc2c(C)c(O)ccc12	·	i	1.7	·	·	·	·	·
CC(C)(C)n1nnnc1C(c1ccnc2ccccc12)N1CCC2(CC1)C(=O)NCN2c1ccccc1 (stereo not drawn)	·	i	0.6	·	·	·	·	·
COc1ccc(-n2nnnc2C(CCc2ccccc2)N2CCC(n3c(=O)[nH]c4ccccc43)CC2)cc1 (stereo not drawn)	·	i	1.7	·	·	·	·	·
COc1ccc(-n2nnnc2C(CCSC)N2CCC3(CC2)C(=O)NCN3c2ccccc2)cc1 (stereo not drawn)	·	i	0.8	·	·	·	·	·
C=CCN1Cc2ccccc2-n2nncc2C1	·	i	0.5	·	·	·	·	·
Fc1cccc(-c2ccc3c(c2)CN(c2cccc(Cl)c2)Cc2cnnn2-3)c1	·	i	1.6	·	·	·	·	·
S=C(NCCc1ccccc1)N1Cc2cc(N3CCOCC3)ccc2-n2nncc2C1	·	i	0.3	·	·	·	·	·
CC(C)(C)n1nnnc1C(CCc1ccccc1)N1CCC(n2c(=O)[nH]c3ccccc32)CC1 (stereo not drawn)	·	i	2.1	·	·	·	·	·
CCC1(CCC(C)C)C(=O)NC(=O)N(c2ccccc2)C1=O (stereo not drawn)	·	i	1.3	·	·	·	·	·
Cc1ccc(CN2Cc3ccc(Br)cc3-n3nncc3C2)cc1	·	i	0.8	·	·	·	·	·
O=C1NCN(c2ccccc2)C12CCN(C(c1ccccc1)c1nnnn1-c1ccc3c(c1)OCCO3)CC2 (stereo not drawn)	·	i	0.7	·	·	·	·	·
CC(C)C(O)(C(=O)OCC1=CCN2CCC(O)C12)C(C)O (stereo not drawn)	·	i	1.4	·	·	·	·	·
O=C(NC1CCCCC1)N1Cc2cc(N3CCCCC3)ccc2-n2nncc2C1	·	i	0.5	·	·	·	·	·
CCc1nn2c(=O)c(F)c(N3CCNCC3)nc2s1	·	i	1.4	·	·	·	·	·
CCC1(c2ccc(C)cc2)C(=O)NC(=S)NC1=O	·	i	1.4	·	·	·	·	·
CCC(c1nnnn1C1CCCC1)N1CCC2(CC1)C(=O)NCN2c1ccccc1 (stereo not drawn)	·	i	1.3	·	·	·	·	·
c1cc2c(cc1N1CCOCC1)CNCc1cnnn1-2	·	i	0.1	·	·	·	·	·
CCCCCN1C(=O)c2cc(OC)ccc2[C@@]2(C(=O)OCC)Cc3cc(OC)ccc3[C@@H]12	·	i	3.0	·	·	·	·	·
COc1ccc(-n2nnnc2C(C2CC2)N2CCC3(CC2)C(=O)NCN3c2ccccc2)cc1 (stereo not drawn)	·	i	1.1	·	·	·	·	·
Cc1cccc(C)c1-n1nnnc1C(c1cccs1)N1CCC(n2c(=O)[nH]c3ccccc32)CC1 (stereo not drawn)	·	i	1.1	·	·	·	·	·
O=c1[nH]c2ccccc2n1C1CCN(C(c2cccs2)c2nnnn2Cc2ccccc2)CC1 (stereo not drawn)	·	i	1.0	·	·	·	·	·
CSCCC(c1nnnn1C1CCCC1)N1CCC(n2c(=O)[nH]c3ccccc32)CC1 (stereo not drawn)	·	i	0.9	·	·	·	·	·
COc1ccc(-n2nnnc2C(c2ccccc2OC(F)(F)F)N2CCC3(CC2)C(=O)NCN3c2ccccc2)cc1 (stereo not drawn)	·	i	1.5	·	·	·	·	·
COC(=O)Nc1nc2ccccc2[nH]1	·	·	·	2%	·	-3.1%	·	·
CC1CCOC(=O)C=CC=CC(=O)OC2CC3OC4C5OC5(C)C(O)CC4(COC(=O)C1O)C2(C)C31CO1 (stereo not drawn)	·	·	·	3%	·	2.0%	·	·
COC1=C(C)C(=O)C2=C(C1=O)C(CO)N1C(C#N)C3CC4C(C1C2N1CCOC41)N3C (stereo not drawn)	·	·	·	1%	·	-4.2%	·	·
CCOP(=O)(CCP(=O)(OCC)OCC)OCC.C[CH2][Sn]([Cl])([Cl])[CH2]C	·	·	·	-87%	·	8.4%	·	·
CCC(=O)O[C@H]1CC[C@H]2[C@@H]3CCC4=CC(=O)CC[C@]4(C)[C@H]3CC[C@]12C	·	·	·	1%	·	-0.8%	·	·
CC[C@@H](O)C[C@H]1CCC[C@@]2(C[C@@H]3OC(=O)/C=C/[C@@](C)(O)[C@@H](O)[C@H](C)[C@@H](O)[C@H](OC4CCC(N(C)C)C(C)O4)[C@@H](O)[C@](C)(O)CCCCC/C=C/[C@@H]4CC(C)(C)O[C@@]4(O)C[C@H](O2)[C@H]3C)O1 (stereo partly drawn)	·	·	·	0%	·	8.5%	·	·
NC(=O)c1c(Br)n(C2OC(CO)C(O)C2O)c2ncnc(N)c12 (stereo not drawn)	·	·	·	3%	·	1.3%	·	·
CC(=O)OC(C)(C)/C=C/C(=O)C(C)(O)C1C(O)CC2(C)C3CC=C4C(CC(O)C(=O)C4(C)C)C3(C)C(=O)CC12C (stereo not drawn)	·	·	·	2%	·	2.1%	·	·
CC(=O)OCC12CC(OC(=O)CC(C)C)C(C)=CC1OC1C(O)C(OC(C)=O)C2(C)C12CO2 (stereo not drawn)	·	·	·	0%	·	7.8%	·	·
Cc1ccc(-n2c(=S)[nH]c3ccccc3c2=O)cc1F	·	i	0.5	2%	·	·	·	·
CC(=CCOc1ccc2ccc(=O)oc2c1)C1=CC(=O)C(C)(C)O1	·	?	·	-1%	·	·	·	·
CC(C)(C)c1cc(NC(=O)COC(=O)c2ccccc2O)n(-c2ccccc2)n1	·	i	0.4	9%	·	·	·	·
Cc1ccc([C@@H]2C[C@H]3[C@@H](CN2S(=O)(=O)c2ccc(Cl)cc2)C(=O)C[C@@H](c2ccccc2F)N3S(=O)(=O)c2ccc(C)cc2)cc1	·	i	2.7	10%	·	·	·	·
Cc1ccc2n1Cc1cnnn1-c1ccccc1-2	·	i	2.0	5%	·	·	·	·
O=C(O)c1nn(Cc2ccc(Cl)cc2)c2ccccc12	·	+	19*	8%	·	·	·	·
C[C@@H]1CN([C@@H](C)CO)C(=O)CCCn2nncc2CO[C@H]1CN(C)C(=O)Oc1ccc2ccccc2c1	·	i	1.6	-5%	·	·	·	·
Nc1cccc(SC2CC(=O)N(c3ccc(Cl)cc3C(=O)c3ccccc3)C2=O)c1 (stereo not drawn)	·	i	0.5	13%	·	·	·	·
CC1CC2CC(=O)CCC2(C)C2CCC3(C)C(O)CCC3C12 (stereo not drawn)	·	i	0.8	8%	·	·	·	·
COC(=O)C1=C(c2ccc(OCc3ccccc3)c(F)c2)C[C@@H]2CC[C@H]1N2C	·	i	0.5	16%	·	·	·	·
Cc1ccc(S(=O)(=O)Oc2ccccc2C=C2C(=O)NC(=O)NC2=O)cc1	·	i	0.6	22%	·	·	·	·
C=CCNC(=S)N1Cc2ccccc2-n2nncc2C1	·	i	3.8	17%	·	·	·	·
CC(=O)Nc1ccc(S(=O)(=O)N2Cc3ccccc3-n3nncc3C2)cc1	·	+	2.0*	12%	·	·	·	·
CS(=O)(=O)c1ccc(C2=C(CNC(=O)c3nccs3)[C@H]3CC[C@@H](C2)N3CCOc2ccccc2)cc1	·	i	0.5	13%	·	·	·	·
CCOC(=O)CC1c2ccccc2-n2nncc2CN1CC1CCCCC1 (stereo not drawn)	·	i	0.5	9%	·	·	·	·
O=C(c1ccco1)N1Cc2ccccc2-n2nncc2C1	·	i	0.9	7%	·	·	·	·

Next part:
SMILES	TNAP activators	Myeloid diff MLP	Myeloid diff MLP GFP+ MAC1+ %	Rac1 GTP hydrolysis	Salmonella PhoP GFP	K1F lysis inhibition	NTR1 ag	Large T inhibition	others
CCOC(=O)c1cccc(C2=C(CNC(=O)c3cccnc3)[C@H]3CC[C@@H](C2)N3Cc2ccccc2)c1	·	i	1.2	3%	·	·	·	·
CS(=O)(=O)c1ccc(C2=C(CNC(=O)c3cccs3)[C@H]3CC[C@@H](C2)N3CCOc2ccccc2)cc1	·	i	0.3	13%	·	·	·	·
O=S(=O)(c1ccc(Cl)cc1)N1Cc2ccccc2-n2nncc2C1	·	i	2.7	19%	·	·	·	·
Cc1noc(C)c1COc1ccc(C(=O)NCC2(N(C)C)CCCCC2)cc1	·	i	0.6	9%	·	·	·	·
CN(C)c1ccccc1	·	i	2.6	3%	·	·	·	·

Of the compounds above, 4 contain a thiophene ring, fused or not:
SMILES	TNAP activators	Myeloid diff MLP	Myeloid diff MLP GFP+ MAC1+ %	Rac1 GTP hydrolysis	Salmonella PhoP GFP	K1F lysis inhibition	NTR1 ag	Large T inhibition	others
CN(C)C(Cc1ccccc1)C(=O)c1cccs1 (stereo not drawn)	1	·	·	·	-5%	·	·	2%
Cc1cccc(C)c1-n1nnnc1C(c1cccs1)N1CCC(n2c(=O)[nH]c3ccccc32)CC1 (stereo not drawn)	·	i	1.1	·	·	·	·	·
O=c1[nH]c2ccccc2n1C1CCN(C(c2cccs2)c2nnnn2Cc2ccccc2)CC1 (stereo not drawn)	·	i	1.0	·	·	·	·	·
CS(=O)(=O)c1ccc(C2=C(CNC(=O)c3cccs3)[C@H]3CC[C@@H](C2)N3CCOc2ccccc2)cc1	·	i	0.3	13%	·	·	·	·
